Compound activity (PubChem BioAssay)
STEP block – inhibitors of human striatal-enriched phosphatase STEP; recombinant STEP, OMFP fluorogenic substrate, fluorescence; hit rate 0.25% among 360,000; inhibition, % at 20 µM;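 active = inhibition at 20 µM, scaled per plate between control wells, above about 37%, limit read from the data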;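 note: 0% = DMSO with enzyme and substrate and 100% = substrate only without enzyme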
Target sequence (P54829 whole entry, looked up): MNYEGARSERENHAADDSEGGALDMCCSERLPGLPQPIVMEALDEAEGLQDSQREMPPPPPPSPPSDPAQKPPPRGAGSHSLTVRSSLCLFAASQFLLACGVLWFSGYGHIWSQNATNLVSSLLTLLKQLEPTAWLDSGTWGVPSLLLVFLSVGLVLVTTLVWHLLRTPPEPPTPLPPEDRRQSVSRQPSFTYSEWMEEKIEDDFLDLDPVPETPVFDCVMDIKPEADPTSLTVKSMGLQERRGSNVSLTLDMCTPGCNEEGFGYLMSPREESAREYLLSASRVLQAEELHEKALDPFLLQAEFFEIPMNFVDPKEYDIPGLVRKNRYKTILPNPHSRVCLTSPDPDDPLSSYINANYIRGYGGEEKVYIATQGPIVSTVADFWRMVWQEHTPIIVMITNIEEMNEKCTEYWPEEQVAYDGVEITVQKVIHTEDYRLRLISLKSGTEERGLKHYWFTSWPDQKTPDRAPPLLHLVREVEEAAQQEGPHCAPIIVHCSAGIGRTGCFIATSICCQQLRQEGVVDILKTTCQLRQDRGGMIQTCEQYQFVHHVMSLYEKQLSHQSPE
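medium = Bis-Tris buffer pH 6.0, 2.5 mM DTT, 0.005% Tween 20 | test system = STEP (striatal-enriched tyrosine phosphatase) enzyme, cell-free | measure = normalized % inhibition | compound dosing = 20 µM, 1% DMSO | also added = 25 µM OMFP | schedule = reaction 20 min, ambient temperature | measured by = fluorescence read at 480 nm ex / 540 nm em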
DNMT1 block – blocks human DNA methyltransferase DNMT1. DNMT1 molecular beacon, Hinp1I cleavage, fluorescence. P26358. hit rate 0.83% among 360,000. inhibition (reported as % activation of signal), % at 10 µM. AID 588458; in the data active = inhibition above about 50%
Neddylation inh – inhibitors of human cullin neddylation; P61081+Q13564; hit rate 0.58% among 360,000; AID 651699; calls only at 25 µM; TR-FRET cullin neddylation, biochemical; in the data active = inhibition above about 36%
CendR NRP1 mod – alters CendR peptide binding to human NRP-1; FAM-RPARPAR peptide binding to NRP-1, fluorescence polarization; inhibition, % at 25 µM; hit rate 0.85% among 360,000;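 active = inhibition or corrected inhibition above about 18%, plus a signal ratio from 0.5 to 1.5, limit read from the data, passing the limit was not always enough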; note: strong numbers were not always called active
NadD inh – inhibitors of Staphylococcus aureus NadD; inhibition, % at 20 µM; hit rate 0.78% among 360,000; purified NadD enzyme, colorimetric absorbance read-out; AID 602399; in the data active = inhibition above about 26%; note: some compounds past the cut are filed as inactive
SUMO1 PPI mod – modulators of human SUMO1-mediated protein-protein interactions; inhibition, % at 20 µM; SUMO1 binding to a labelled peptide, TR-FRET, 1 h; AID 602429; hit rate 0.33% among 360,000; in the data active = inhibition above about 37%
Target sequence (P63165 whole entry, looked up): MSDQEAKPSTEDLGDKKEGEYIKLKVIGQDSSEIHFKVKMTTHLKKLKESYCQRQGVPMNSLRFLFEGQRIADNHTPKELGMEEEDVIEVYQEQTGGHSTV
SKN-1 block – inhibitors of C. elegans SKN-1. AID 624304. C. elegans VP596 Pgst-4::GFP/RFP ratio, acrylamide-induced, 24 h. inhibition, % at 21.8 µM. hit rate 0.49% among 360,000;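 active = interference check ratio from 0.5 to 1.5 plus GFP to RFP signal ratio inhibition reaching or exceeding a fixed threshold, cut at about 30% in these data, passing the limit was not always enough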; note: some compounds called inactive have numbers as strong as hits
LMPTP block – LMPTP (human) inhibition. hit rate 0.22% among 360,000. inhibition, % at 20 µM. P24666. AID 651560. recombinant LMPTP-A, OMFP fluorogenic substrate, fluorescence intensity;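 active = compounds that cut the enzyme signal by at least half of the control window in the single-dose screen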;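 note: plate controls were DMSO wells with enzyme plus substrate for no effect and substrate without enzyme for full effect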
Target sequence (P24666 whole entry, looked up): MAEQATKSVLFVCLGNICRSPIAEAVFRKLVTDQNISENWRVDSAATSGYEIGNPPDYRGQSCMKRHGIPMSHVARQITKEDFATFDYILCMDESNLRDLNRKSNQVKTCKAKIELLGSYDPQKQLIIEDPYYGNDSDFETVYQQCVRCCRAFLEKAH
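Material: LMPTP-A; amount: 0.625 nM enzyme; doses: single 20 µM dose; times: reaction 50 min, room temperature, dark; technique: fluorescence intensity of OMFP turnover product; benchmarks: no-enzyme and uninhibited controls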
Scp1 inh – inhibitors of human Scp-1 phosphatase | Q9GZU7 | Recombinant Scp1, phosphopeptide, malachite green phosphate absorbance | inhibition, % at 20 µM | hit rate 0.88% among 340,000 | AID 493091;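 active = inhibition above about 50% at 20 µM, limit read from the data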;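 note: plate controls were DMSO wells with enzyme for no effect and wells lacking enzyme for full effect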
Target sequence (Q9GZU7 76-261 limits assumed): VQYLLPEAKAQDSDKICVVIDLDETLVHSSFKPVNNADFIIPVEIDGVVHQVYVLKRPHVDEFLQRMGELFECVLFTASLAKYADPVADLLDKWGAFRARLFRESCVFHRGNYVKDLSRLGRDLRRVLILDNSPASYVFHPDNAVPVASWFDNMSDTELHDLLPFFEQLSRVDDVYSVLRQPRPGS
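Incubation: 45 min enzyme reaction at room temperature / System: truncated SCP-1 phosphatase (76-261aa) / Reagent: Phospho 17-mer peptide substrate / Buffer or medium: Acidic Tris acetate buffer with magnesium and detergent / Signal: absorbance at 630 nm / Doses: one concentration, 20 µM, with 1.0% DMSO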
TbMetRS inhib – Trypanosoma brucei MetRS inhibition; AID 624268; purified T. brucei MetRS, ATP depletion, Kinase-Glo luminescence; hit rate 0.4% among 360,000; inhibition, % at 11.9 µM;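 active = inhibition above a per-plate cutoff of the control wells' mean inhibition plus 3 SD, cut at about 5.5% in these data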;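 note: 0% = DMSO wells median and 100% = median of wells with control inhibitor compound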
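Dosing: 11.9 µM single point; system: parasite MetRS enzyme; technique: luminescence of leftover ATP; times: 15 min enzyme-compound preincubation, 2 h reaction, 10 min detection, 25 °C; replicates: each compound tested once; read-out basis: percent inhibition relative to median high and low control wells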
The depositor's hits bear a star; i = inactive; . = no result given.

SMILES	STEP block	DNMT1 block	Neddylation inh	CendR NRP1 mod	NadD inh	SUMO1 PPI mod	SKN-1 block	LMPTP block	Scp1 inh	TbMetRS inhib
Cc1ccc(NC(=O)CSCC(=O)Nc2ccccc2N2CCCCC2)cc1	0	1	i	-1	-5	5	-8	2.2	2	-0.6
COc1ccc(-n2nc(C(=O)NCC(=O)N3CCN(c4cccc(Cl)c4)CC3)c3ccccc3c2=O)c(OC)c1	2	-8	i	7	10	-28	-6	3.8	-1	-0.8
CC(C)(C)NC(=O)NC(=O)COC(=O)c1ccc(OC(F)F)cc1	0	-1	i	7	4	0	-3	-0.2	-8	-0.2
Oc1ccc(Br)cc1/C=N/N1CCCCC1	6	-2	i	-1	-29	-2	2	2.1	-69	-0.7
CCNC(=S)N/N=C/c1ccc(OCC(=O)Nc2ccc(C)cc2)cc1	-1	-11	i	-3	-3	2	-24	1.8	-4	0.3
CC1CCN(C(=O)COC(=O)c2ccc(Br)o2)CC1	-13	5	i	-3	-1	3	12	-0.7	-4	0.4
O=C(NCc1ccccc1)[C@@H]1CCCN1C(=O)[C@@H]1CCCN1C(=O)c1ccc(Cl)cc1Cl	.	.	i	2	-4	1	6	-1.2	.	-0.7
COc1ccc(CC(=O)c2c(O)cc(O)cc2O)cc1OC	-4	-6	i	-3	2	3	-11	0.7	-10	0.6
COc1ccc(CNS(=O)(=O)c2cc(OCC(N)=O)c(C)cc2Cl)cc1	-2	4	i	-10	1	-2	-1	0.8	-7	-0.3
CS(=O)(=O)c1ccccc1C(=O)Nc1ccc2sccc2c1	-2	1	i	2	-4	2	-3	0.0	-5	0.1
CCCN1C2CCCC1CC(NC(=S)Nc1cccc(C)c1)C2 (stereo not drawn)	7	0	i	7	-1	3	4	-1.1	-3	-0.3
O=C1CCCN1CCCNC(=S)Nc1ccc(Nc2ccccc2)cc1	17	0	i	2	7	3	0	1.9	3	0.5
O=C(CCc1nc(-c2ccccc2)c(-c2ccccc2)o1)OCc1ccc(Cl)cc1	1	0	i	-16	7	-2	-9	2.9	-9	-0.9
CC(C)(C)c1ccc(/C=N/N2CCN(c3ccccn3)CC2)cc1	8	14	i	8	9	-3	7	0.1	-7	-0.4
Cc1cccc(-n2ncc3c2CCCC3NC(=O)CN2CCCC2=O)c1C (stereo not drawn)	0	2	i	6	-1	3	-3	-0.4	1	-0.4
O=C(CNC(=O)c1ccc(Cl)cc1Cl)OCCCn1c(=O)[nH]c2ccccc21	-2	3	i	7	3	1	-2	0.0	-1	0.4
CCn1c(SCC(=O)Nc2ccc(C)cc2)nc(O)cc1=O	0	-2	i	2	-4	-3	18	-0.9	-10	-0.2
COc1ccc(Nc2nc3ccccc3nc2NS(=O)(=O)c2cccs2)c(OC)c1	-2	-11	i	-56	-2	-7	6	0.4	-5	-0.5
CC(C)Sc1nc(N2CCOCC2)c2c(c1C#N)CC(C)(C)N(C)C2	-2	-2	i	-13	-2	0	-9	-1.6	-9	-1.2
C/C(CC(=O)Nc1cccc(C(F)(F)F)c1)=N/NC(=O)C(=O)NCCO	-3	-2	i	1	5	3	-8	-1.7	-11	0.2
C=CCOC(=O)C1=C(C)OC(N)=C(C#N)C1c1ccc(F)cc1 (stereo not drawn)	-1	-2	i	1	-2	0	-3	-0.5	4	-0.7
Cc1ccc(S(=O)(=O)N(CC(=O)N=Nc2c(O)[nH]c3ccccc23)c2cccc(C)c2)cc1	2	-6	i	11	21	-4	8	3.6	-9	-0.1
COc1ccccc1N(C(=O)c1ccncc1)c1nc(-c2ccc([N+](=O)[O-])cc2)cs1	1	-12	i	-3	14	-17	0	3.9	3	-0.5
Cc1nn(CC(=O)N2CCN(c3ccccn3)CC2)c(=O)c2cc3sccc3n12	-3	2	i	-6	-2	-8	-5	0.4	5	-0.1
NS(=O)(=O)c1ccc(NS(=O)(=O)c2ccc(NC(=O)C3CC3)cc2)cc1	-3	0	i	5	-7	3	-2	-1.7	-5	-0.4
Cc1oc(-c2ccc(Cl)cc2)nc1CS(=O)CC(=O)NCCN1CCCC1 (stereo not drawn)	-3	-5	i	-5	-5	-11	-7	-3.9	-17	2.1
O=C1OC(c2ccccc2)/C(=C(/O)c2ccc(Cl)cc2)C1=O (stereo not drawn)	-3	2	i	-5	8	-12	19	0.7	-2	-0.5
O=C(O)c1ccc(NC(=S)NC2CCCCC2)cc1	-5	-3	i	10	-1	3	2	-1.2	-4	-0.1
COc1ccc(Oc2nc(C)cc(C)c2C#N)cc1	-1	-5	i	-1	-3	2	8	-0.4	-3	-0.6
CCCCNC(=O)[C@@H]1CCCN1S(=O)(=O)c1cccc2cccnc12	0	-2	i	33*	-3	-2	-1	-0.2	-7	-0.1
CCC(C)NC(=O)Cc1cn(C)c2ccccc12 (stereo not drawn)	-1	0	i	6	-2	-2	-6	-1.6	-5	0.1
O=C(c1ccco1)N1CCC2CC1c1c(Cl)cccc12 (stereo not drawn)	-1	7	i	9	-1	1	-24	-1.9	.	-1.0
CCNc1nc(NCC)nc(N/N=C/c2ccc([N+](=O)[O-])o2)n1	2	-10	i	-11	0	-20	-16	0.9	-11	0.6
COc1cccc(C=CC(=O)C=CC=Cc2ccccc2)c1	1	13	i	2	19	1	-1	-0.2	-10	-0.2
Cc1ccc(N(C)S(=O)(=O)c2ccc(-c3ccc(=O)[nH]n3)s2)cc1C	-2	7	i	-22	11	3	14	-0.8	-2	0.1
CCOC(=O)c1ccc(COC(=O)c2ccc3c(c2)-c2ccccc2C3=O)cc1	1	2	i	8	-1	-5	1	2.6	-25	-0.3

2 neighbouring records out of the list so far, for reference:
SMILES	STEP block	DNMT1 block	Neddylation inh	CendR NRP1 mod	NadD inh	SUMO1 PPI mod	SKN-1 block	LMPTP block	Scp1 inh	TbMetRS inhib
CCCCNC(=O)[C@@H]1CCCN1S(=O)(=O)c1cccc2cccnc12	0	-2	i	33*	-3	-2	-1	-0.2	-7	-0.1
CCC(C)NC(=O)Cc1cn(C)c2ccccc12 (stereo not drawn)	-1	0	i	6	-2	-2	-6	-1.6	-5	0.1

Next section
SMILES	STEP block	DNMT1 block	Neddylation inh	CendR NRP1 mod	NadD inh	SUMO1 PPI mod	SKN-1 block	LMPTP block	Scp1 inh	TbMetRS inhib
COc1ccc(C2=NO[C@@H]3C(=O)N(C4CCCCC4)C(=O)[C@H]23)cc1OC	1	-4	i	8	-5	1	5	-1.3	-13	0.2
COc1cccc(-c2nc(Cc3ccc(OC)c(OC)c3)no2)c1	2	-3	i	20	-6	9	1	-0.1	-12	-0.6
COc1ccc(CC2(C)OC(c3ccc(Cl)cc3)=NN2C(C)=O)cc1 (stereo not drawn)	1	-2	.	-1	-9	0	-6	0.5	-10	-1.1
Cc1nc2ccc(S(=O)(=O)NCC(=O)Nc3ccc(F)cc3)cc2s1	0	1	i	-4	-2	2	8	-2.1	3	-0.1
CC(CN1CCNCC1)(NS(=O)(=O)c1ccccc1)c1ccccc1 (stereo not drawn)	0	-4	i	17	5	-4	10	3.2	1	-0.4
Cc1ccc(/C=N/Nc2ncc(Cl)cc2Cl)s1	-2	-2	i	-2	-2	-7	4	1.0	3	-0.3
O=C(COc1ccccc1[N+](=O)[O-])OCC(=O)c1ccc(Br)s1	2	4	i	-10	-2	-16	0	-0.2	-12	-0.1
CCn1nc(C)c(CNC(=O)CC2C(=O)NCCN2Cc2ccc(C)o2)c1C (stereo not drawn)	0	-1	i	5	6	-4	7	-1.0	3	-0.7
O=C1C=C(N2CCN(c3ccccn3)CC2)C(=O)c2c(O)ccc(O)c21	4	5	i	20	10	-17	15	22	7	-0.5
Cc1ccc(C(C)C)c(OCC(=O)OCC(=O)c2c(N)n(C)c(=O)n(C)c2=O)c1	2	3	i	11	-6	1	-8	0.3	-3	-0.6
CCN(CC)CC(=O)NN=C(c1ccccc1)c1ccccc1	-1	-2	i	-3	-1	-5	7	-1.1	-8	-0.9
O=C(O)C1CC=C(Cl)CC1C(=O)NC1CCCCC1 (stereo not drawn)	-3	1	i	-10	-5	-3	7	-0.6	-4	-0.3

Some values from the entries so far:
For LMPTP block, COc1ccc(C2=NO[C@@H]3C(=O)N(C4CCCCC4)C(=O)[C@H]23)cc1OC reads -1.3
For NadD inh, COc1ccc(CC2(C)OC(c3ccc(Cl)cc3)=NN2C(C)=O)cc1 (stereo not drawn) reads -9
For NadD inh, Cc1ccc(/C=N/Nc2ncc(Cl)cc2Cl)s1 reads -2

Next part.
SMILES	STEP block	DNMT1 block	Neddylation inh	CendR NRP1 mod	NadD inh	SUMO1 PPI mod	SKN-1 block	LMPTP block	Scp1 inh	TbMetRS inhib
CCS(=O)(=O)N1Cc2ccccc2CC1C(=O)N1CCN(c2cccc(C)c2C)CC1 (stereo not drawn)	-1	65*	i	-14	21	1	1	11	-2	-0.4
NC(=O)CSc1ccc(-c2ccc(F)cc2)nn1	0	0	i	3	-3	1	-7	-0.5	-13	0.2
COc1cccc(C(=O)COC(=O)CCC(=O)NC2CCCCC2)c1	0	-1	i	-5	-4	3	2	-0.7	-4	-0.4
O=C(CCn1cccc1)Nc1ccc(OC(F)(F)F)cc1	-1	-1	i	8	-1	-1	-3	1.0	-3	-0.2
CCN1/C(=C/C(=O)c2ccco2)Sc2ccccc21	-2	-1	i	4	-7	0	20	-1.6	-5	-0.9
COc1cccc(CNC(=O)CCC2CCCN(C(=O)c3cc(C)on3)C2)c1 (stereo not drawn)	1	-1	i	6	-1	3	-2	0.2	-16	0.9
Cc1ccc(S[C@@H](CCN2CC[C@H](O)CCC2=O)c2ccccc2)cc1	2	1	i	10	-1	-3	-18	-0.6	-5	-0.4
CCN1CN(Cc2ccco2)CNC1=S	-1	6	i	-7	1	-2	-12	1.7	-1	-1.6
O=C(O)Cc1sc(Nc2ccccc2)nc1-c1cccs1	-4	-13	i	-166	12	-4	32	1.1	2	-0.5
CN(Cc1ccon1)C(=O)CC1C(=O)NCCN1CC1CCCCC1 (stereo not drawn)	2	-7	i	-3	-9	3	3	-0.7	-3	-0.8
Cc1ccccc1OCC(=O)NNC(=O)Cc1ccc(S(=O)(=O)N2CCOCC2)s1	-2	-2	i	6	-1	0	6	-2.2	-2	-0.3
CCCCNC(=O)CSc1nc2cc3c(cc2c(=O)n1CCCN(CC)CC)OCO3	2	6	i	-10	1	2	14	0.6	-2	-1.0
CC1O[C@@H](O[C@H](C)CC[C@@H](C)O[C@H]2OC(C)[C@@H](O)C[C@H]2O)C(O)C[C@H]1O (stereo partly drawn)	-3	6	i	6	-7	-1	5	-0.2	0	-0.1
COC(=O)C1=C(C(=O)OC)SC2(S1)C(C(=O)OC)=C(C(=O)OC)SC1=C2c2cccc(C)c2NC1(C)C	1	-1	i	4	1	0	12	0.7	-5	0.2
O=C(CSc1ncnc2sccc12)NC1CCS(=O)(=O)C1 (stereo not drawn)	-3	7	i	-26	2	4	-8	1.8	8	-0.4
